UPR XBP1 act: adaptive UPR (XBP1) activation. CHO-XBP1 luciferase reporter, IRE1-XBP1 UPR activation, luminescence; percent of tunicamycin response, DMSO as zero. 0.33% of 330,000 active. AID 463104. activation, % at 20 µM;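 active means versus positive control, 20 µM dose yields 30% or more activation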;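 further: 100% = tunicamycin at 10 µg/mL and 0% = DMSO only wells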
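incubation = overnight seeding at 37 °C, 6 h compound treatment at 37 °C | assay system = CHO-XBP1 cells stably carrying IRE1-XBP1-driven luciferase reporter | input = 1000 cells per well | detection = luciferase luminescence | dosing = single point, 20 µM final compound, 1% DMSO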
APJ antag: APJ receptor antagonism; P35414; CHO-K1 APJ beta-arrestin complementation, luminescence; inhibition, % at 20 µM; 0.32% of 330,000 active; AID 2521;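 active means inhibition above about 40% at 20 µM, limit read from the data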;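 further: cells challenged with 10 nM apelin-13 agonist together with compound; plate controls were apelin-13 plus DMSO wells for no effect and DMSO wells lacking apelin-13 for full effect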
Mdm2 MdmX PPI: disrupts the human Mdm2-MdmX interaction; SaOS-2 split-luciferase Mdm2/MdmX complementation, luminescence; AID 485346; 3% of 330,000 active; inhibition, % at 8 µM; O15151+Q00987;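 active means inhibition of at least 50% at 8 µM in the primary screen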
Target sequence (O15151 whole entry, looked up): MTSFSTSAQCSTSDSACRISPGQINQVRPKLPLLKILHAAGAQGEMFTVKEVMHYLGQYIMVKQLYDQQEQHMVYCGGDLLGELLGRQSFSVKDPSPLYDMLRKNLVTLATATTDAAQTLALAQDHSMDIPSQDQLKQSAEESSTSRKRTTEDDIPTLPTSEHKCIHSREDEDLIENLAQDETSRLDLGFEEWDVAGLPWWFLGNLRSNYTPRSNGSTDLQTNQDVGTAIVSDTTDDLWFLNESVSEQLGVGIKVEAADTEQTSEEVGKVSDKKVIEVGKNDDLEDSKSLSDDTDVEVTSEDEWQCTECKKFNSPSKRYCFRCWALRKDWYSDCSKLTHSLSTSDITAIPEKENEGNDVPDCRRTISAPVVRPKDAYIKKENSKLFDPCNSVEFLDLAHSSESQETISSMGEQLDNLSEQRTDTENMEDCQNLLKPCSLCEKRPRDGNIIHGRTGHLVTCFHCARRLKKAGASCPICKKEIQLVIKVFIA
Target sequence (Q00987 whole entry, looked up): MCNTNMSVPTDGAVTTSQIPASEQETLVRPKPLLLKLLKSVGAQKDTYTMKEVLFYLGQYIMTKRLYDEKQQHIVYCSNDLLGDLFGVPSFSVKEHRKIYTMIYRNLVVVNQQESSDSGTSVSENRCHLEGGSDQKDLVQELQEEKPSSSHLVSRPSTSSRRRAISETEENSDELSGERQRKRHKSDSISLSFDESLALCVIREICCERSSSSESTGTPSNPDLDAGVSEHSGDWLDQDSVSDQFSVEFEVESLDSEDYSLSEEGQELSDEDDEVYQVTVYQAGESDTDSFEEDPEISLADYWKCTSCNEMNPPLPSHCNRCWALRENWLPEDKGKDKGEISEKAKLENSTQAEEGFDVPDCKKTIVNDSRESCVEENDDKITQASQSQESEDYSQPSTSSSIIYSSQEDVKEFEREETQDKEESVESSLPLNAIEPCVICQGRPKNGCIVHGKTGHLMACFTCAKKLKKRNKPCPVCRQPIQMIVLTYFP
tim23-1 inh: tim23-1 yeast growth inhibition; 1.3% of 330,000 active; S. cerevisiae tim23-1 growth, BacTiter-Glo luminescence, 24 h; inhibition, % at 20 µM;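 active means growth inhibition of the mutant yeast at or above 50%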;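 further: temperature-sensitive mutant grown at 25 °C; plate controls were DMSO-treated mutant yeast for no effect and medium wells lacking yeast for full effect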
CHOP UPR activ: apoptotic UPR (CHOP) activation; CHO-CHOP luciferase reporter, luminescence; percent of tunicamycin response over DMSO baseline; activation, % at 10 µM; 0.34% of 330,000 active;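 active means at 10 µM dose, activation of 40% or more, normalized to positive control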;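 further: 100% = tunicamycin at 10 µg/mL and 0% = DMSO alone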
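Test system: CHO CHOP reporter cells. Input: 500 CHO-CHOP cells per well. Medium: F12 with 10% FBS. Technique: luciferase luminescence. Measure: percent activation relative to tunicamycin control. Dosing: 10 µM compound, 0.5% DMSO. Timing: 16-18 h cell attachment, then 6 h compound exposure, 37 °C.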
CCR6 antag: CCR6 (human) receptor antagonism | AID 493098 | inhibition, % at 20 µM | 0.49% of 340,000 active | CHO-K1 CCR6 PathHunter beta-arrestin, luminescence, CCL20-stimulated;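 active means compounds whose inhibition of the agonist-driven luminescence signal at 20 µM reaches about 50%, limit read from the data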;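 further: cells stimulated with CCL20 at 14 nM final; plate controls were DMSO with CCL20 for no effect and DMSO without agonist for full effect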
CXCR6 block: CXCR6 (human) receptor inhibition; O00574; CHO-K1 PathHunter CXCR6 beta-arrestin, luminescence; inhibition, % at 20 µM; 0.36% of 360,000 active; in the data active means inhibition above about 34%, passing the limit was not always enough;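 further: antagonist mode with CXCL16 agonist at 10 nM final; 0% = 10 nM CXCL16 with DMSO and 100% = unstimulated wells without agonist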
APJ agonist: APJ receptor agonism | P35414 | CHO-K1 APJ PathHunter beta-arrestin, luminescence; 0% DMSO wells, 100% apelin | activation, % at 20 µM | 0.11% of 330,000 active;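 active means activation more than six SD over the plate average, tested at 20 µM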;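 further: 0% = DMSO alone and 100% = apelin-13 at 10 nM; some results filed as inactive read as strong as hits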
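Material: CHO-K1 APJ beta-arrestin complementation cell line; Input: cell density 1000 per well; Incubation: compound stimulation 90 min at 25 °C, detection 60 min; Signal: luminescence from split beta-galactosidase complementation, Galacton Star/Emerald II substrate; Controls: DMSO-only wells as negative, 10 nM Apelin-13 as positive control.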
EBI2 block: EBI2 (human) antagonism; P32249; 0.81% of 360,000 active; inhibition, % at 5 µM; AID 651636; EBI2 beta-arrestin recruitment, luminescence, 7a,25-OHC stimulated; in the data active means inhibition above about 38%;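 further: enzyme fragment complementation signal reports receptor beta-arrestin coupling in cells; 0% = agonist plus DMSO wells and 100% = wells without agonist; some results beyond the cut were filed as inactive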
* marks the source's active call; other numbers are inactive results; x = no result given.

Each structure is followed by: UPR XBP1 act	APJ antag	Mdm2 MdmX PPI	tim23-1 inh	CHOP UPR activ	CCR6 antag	CXCR6 block	APJ agonist	EBI2 block
COc1ccc(C(=O)NCc2ccccc2CN2CCCC2)cc1S(=O)(=O)N1CCOCC1
  -3	17	36	17	1.1	12	2	-5	9
CN(C)C(=O)[C@@H]1C[C@H]1[C@@H](NC(=O)OCc1ccccc1)c1ccccc1
  -2	-29	24	-1	1.5	9	0	-1	4
CC1(C)CC(=O)C2=C(C1)Nc1ccccc1N=C2
  9	58*	19	46	5.2	x	x	-31	x
S=C(NCCC(c1ccccc1)c1ccccc1)Nc1ccccc1Cl
  -2	0	1	38	0.7	18	1	-2	-6
CCCn1nc(C(=O)NCCc2ccc(S(N)(=O)=O)cc2)c2ccccc2c1=O
  -2	4	-12	-3	-2.2	15	-4	-4	-18
Cc1cc(/C=N/NC(=O)C(=O)NCc2ccccn2)c(C)n1-c1ccccc1
  3	4	5	11	3.9	3	-8	-2	-16
COc1ccc(C(=O)CN2C(=O)NC3(CCCCCC3)C2=O)cc1
  0	15	-9	11	1.4	-1	0	-4	0
CCOC(=O)C1C(c2cc(OC)c(OC)c(OC)c2)NC(=S)NC1(O)C(F)(F)F (stereo unspecified)
  0	7	2	10	0.8	-4	-3	4	-5
Cc1cccc(NC(=O)c2sccc2-n2cccc2)c1C
  1	-5	-7	13	-0.7	7	4	-2	2
CN(C)c1ccc(NC(=O)c2sc(SCC(=O)Nc3ccc(Br)cc3)nc2N)cc1
  -3	8	-1	-22	1.8	-8	-6	2	0
CC(=O)Nc1ccc(N2C(=O)CC(N3CCN(Cc4ccc5c(c4)OCO5)CC3)C2=O)cc1 (stereo unspecified)
  -2	3	1	1	-2.9	21	10	1	8
N#Cc1c(C(F)(F)F)cc(-c2cccs2)nc1N1CCCCC1
  2	18	21	-16	-0.6	12	0	-3	-5
Cc1cc(S(=O)(=O)Nc2ccc(C(=O)NCC3(N(C)C)CCCCC3)cc2)ccc1F
  -3	16	-17	-10	0.0	4	3	-5	3
Brc1ccccc1-c1nnc(CSc2nnc3sc4ccccc4n23)o1
  1	-4	-4	14	0.0	1	4	0	-10
CCc1cccc(CC)c1N(COC)C(=O)Cn1cnc2ccccc21
  -4	10	-8	32	-0.9	-5	-1	-5	-5
Cc1ncc([N+](=O)[O-])n1Cc1ccc(F)cc1
  -2	8	-32	8	1.2	5	7	0	-3
Cc1ccc(OC(=O)CCC(=O)Nc2ccc(C)c(C)c2)cc1
  4	6	15	-8	-1.3	-3	-2	-2	5
CCCCCSc1nc2c(c(=O)[nH]c(=O)n2C)n1CC
  1	-7	22	27	0.2	4	2	-4	1
COc1ccccc1C1CC(=O)Oc2cc(C)c(Br)c(C)c21 (stereo unspecified)
  3	x	-1	60*	1.6	22	23	x	-6
O=C(Nc1ccc([N+](=O)[O-])cc1)Nc1ccc(N2CCOCC2)c2nonc12
  10	24	50	39	-1.9	31	24	-2	16
CCN(CC1COc2ccccc2O1)C(=O)CN1C(=O)NC(C)(c2ccccc2)C1=O (stereo unspecified)
  0	-8	-20	7	-1.3	3	-1	-6	-7
COc1cccc(CNC(=O)Cc2csc(Nc3nc(=S)[nH]c4ccccc34)n2)c1
  -1	16	60*	-19	0.9	28	21	-3	3
O=C(NCCc1csc(-c2ccccc2)n1)c1ccco1
  1	1	12	3	0.1	13	8	-3	6
COc1cc(/C=N/NC(=O)c2ccoc2C)cc(OC)c1O
  4	8	-25	10	3.4	3	x	1	x
CC1CCCC(C)N1C(=O)c1ccc(CS(=O)(=O)c2ccccc2)cc1 (stereo unspecified)
  -3	3	15	1	-1.1	11	1	3	0
Cc1ccc(S(=O)(=O)N2[C@@H](c3ccc(F)cc3)C(C(=O)O)=CC[C@H]2c2ccc3c(c2)OCO3)cc1
  -1	-62	-2	9	9.7	4	8	0	-7
O=c1cc(/N=C/c2coc3c(ccc4ccccc43)c2=O)[nH]c(=S)[nH]1
  -2	6	1	0	0.8	17	12	-4	-2
N#Cc1cnn2c(C(F)(F)F)cc(-c3ccccc3)nc12
  2	-36	-33	9	0.6	0	1	4	-1
Cc1ccc(-c2nc3cc(Br)cnc3nc2-c2ccc(C)cc2)cc1
  -2	18	4	33	-0.4	26	17	0	-3
O=C(NCCC1=CCCCC1)C(=O)NCC1OCCCN1S(=O)(=O)c1cc(F)ccc1F (stereo unspecified)
  -2	-15	3	16	-2.5	27	-4	1	2
CCOC(=O)C1=C(C)NC2=C(C(=O)CC(C)(C)C2)C1c1ccc(O)c(OCC)c1 (stereo unspecified)
  -1	-12	12	4	-1.0	12	1	-3	-6
CCC(=O)NC(=Nc1nc2ccccc2s1)NC(=O)CC
  4	-7	-156	28	-1.4	-1	-1	2	-9
O=C(C1CCN(CCCc2ccccc2)CC1)N(CCc1ccccc1)Cc1ccccc1
  2	15	41	-276	4.8	21	2	-3	21
COc1ccc(CNc2nc3nc4c(c(=O)n3[nH]2)CCC4)cc1
  1	-7	1	-9	-2.0	-7	2	-2	-7
CCC(=O)N(CCO)Cc1cc2ccc(C)c(C)c2[nH]c1=O
  3	6	-6	-3	-0.1	-7	1	-2	-8
CCC(C)(C(=O)NC1CCCCC1)N(Cc1ccco1)C(=O)CNC(=O)c1ccccc1 (stereo unspecified)
  -3	-1	-2	14	-0.4	-9	8	-2	0
CC1CCN(C(=O)CCNC(=O)c2ccccc2Cl)CC1
  -7	2	20	-4	0.5	-4	12	0	-1
Cn1c(=S)c2[nH]c(SCCN3CCCC3)nc2n(C)c1=O
  -4	11	18	-16	1.1	4	5	-5	3
CC(C)(C)NS(=O)(=O)c1ccc(CCC(=O)Nc2cc(Cl)ccc2Oc2ccccc2)cc1
  -6	1	36	20	3.3	8	11	3	35
O=C(NCCC1CCCCN1S(=O)(=O)c1ccc(Cl)cc1)C(=O)NCc1ccco1 (stereo unspecified)
  -5	-5	24	31	-1.0	11	2	-7	3
COc1ccccc1CNC(=O)COC(=O)c1n[nH]c2ccccc12
  4	1	-2	10	0.6	-28	1	2	7
O=C(Cc1ccc(S(=O)(=O)N2CCOCC2)s1)NCCc1ccc(F)cc1
  0	-4	1	6	-1.0	3	4	-1	3
Clc1ccc(CNCc2cccs2)cc1Cl
  1	18	-1	16	-0.5	-24	-11	-1	-14
CC(C(=O)NCC1CCCO1)N(C(=O)c1snc(C(N)=O)c1N)c1cccc(F)c1 (stereo unspecified)
  -1	9	-18	-6	0.3	-14	7	-3	-5
COc1ccc(Cn2c(C)c(C)c(C#N)c2NC(=O)Nc2ccccc2)cc1
  -3	-2	36	-9	2.3	12	1	-2	-11
Cc1ccc(NC(=O)c2cc(-c3ccco3)on2)cc1C
  0	17	-53	-2	4.9	18	5	-5	9
COc1ccc(N2C(=O)c3ccccc3NC2c2ccc(NC(C)=O)cc2)c(OC)c1 (stereo unspecified)
  0	-14	6	-2	0.2	0	8	1	-11
CCCN(CC(=O)Nc1ccccc1OC)Cc1c(O)ccc2ccccc12
  -3	10	21	7	1.4	13	-3	-3	-5
O=C(CCC(=O)CCN1CCCCC1)CCN1CCCCC1
  1	13	27	-1	3.3	-7	7	-5	-9
Cc1cccn2c(CN(C)CCC3CCCCO3)c(C(=O)N3CCCCC3)nc12 (stereo unspecified)
  2	10	-2	13	-3.0	8	-11	-2	1
CN(C)c1ccc(S(=O)(=O)NCC(=O)NCC2CCCCC2)cc1[N+](=O)[O-]
  -2	7	12	12	-0.3	14	2	-3	-2
CCOc1ccc(/C=C/C(=O)NCc2ccccc2)cc1
  -1	4	13	24	3.9	-5	8	0	40
CCc1ccc(N(CC)c2ncnc3nc[nH]c23)cc1
  0	3	63*	8	-2.2	4	12	-2	7
COc1ccc(CNc2cc(C)nc3ccc(OC)cc23)cc1
  4	33	52*	9	-0.9	25	3	-2	5
CCCCCN(CCCCC)C(=O)C(CCC(=O)O)NC(=O)c1ccc(Cl)c(Cl)c1 (stereo unspecified)
  -6	6	0	8	0.2	-10	-6	-5	2
O=[N+]([O-])c1ccc([N+](=O)[O-])c(Nc2ccc(N3CCOCC3)cc2)c1
  1	-13	6	-6	-1.8	10	-10	-1	6
COC(=O)c1n[nH]n(-c2ccc(F)c(Cl)c2)c1=O
  -5	10	5	11	0.9	10	5	-5	-1
Cc1cc(C)c(C#N)c(SCC(=O)CC(=O)OC(C)C)n1
  -6	-12	19	22	0.7	0	1	-3	7
COc1ccc(-n2cc(-c3ccccc3)c3c(NCCCN4CCOCC4)ncnc32)cc1
  0	-9	24	38	-0.2	-4	3	-2	16
Cc1cc(C)cc(NC(=O)C(Sc2nnc(C)c(=O)[nH]2)c2ccccc2)c1 (stereo unspecified)
  2	2	-5	3	0.7	6	-11	-3	2

Compound profiles (already shown). Order of screens: UPR XBP1 act | APJ antag | Mdm2 MdmX PPI | tim23-1 inh | CHOP UPR activ | CCR6 antag | CXCR6 block | APJ agonist | EBI2 block
Entry for `Cc1ccc(NC(=O)c2cc(-c3ccco3)on2)cc1C` : 0 | 17 | -53 | -2 | 4.9 | 18 | 5 | -5 | 9
Entry for `CCC(C)(C(=O)NC1CCCCC1)N(Cc1ccco1)C(=O)CNC(=O)c1ccccc1` (stereo unspecified) : -3 | -1 | -2 | 14 | -0.4 | -9 | 8 | -2 | 0
Entry for `O=C(Cc1ccc(S(=O)(=O)N2CCOCC2)s1)NCCc1ccc(F)cc1` : 0 | -4 | 1 | 6 | -1.0 | 3 | 4 | -1 | 3

New compounds follow
Each structure is followed by: UPR XBP1 act	APJ antag	Mdm2 MdmX PPI	tim23-1 inh	CHOP UPR activ	CCR6 antag	CXCR6 block	APJ agonist	EBI2 block
O=C(NCC(=O)N(Cc1ccccc1)C(C(=O)NCC1CCCO1)c1ccccc1)c1ccco1 (stereo unspecified)
  3	-12	-8	14	1.4	-5	5	1	2
CSc1ccc(CCNC(=O)C2CCN(c3nnc(-n4cccc4)s3)CC2)cc1
  0	4	5	0	-1.1	4	-2	-4	8
Brc1ccc(-c2cnnc(N3CCCC3)n2)cc1
  1	-5	-7	33	-0.9	4	-2	3	2
COc1ccc(Cl)cc1C(=O)OCC(=O)N1CCCC(C)C1 (stereo unspecified)
  0	12	7	6	-0.7	8	-4	-3	-5
COc1ccc(CC(=O)Nc2cc(S(=O)(=O)N3CCOCC3)ccc2N2CCOCC2)cc1
  -5	15	11	1	-2.3	-11	3	-4	-1
COC(=O)c1ccc(COc2ccccc2/C=N/NC(=O)c2cccnc2)cc1
  -6	-4	-1	20	5.6	12	-20	-1	-1
CCOC(=O)/C(C#N)=C/c1c(N2CCCCCC2)nc2ccccn2c1=O
  -1	-9	2	33	-2.4	20	2	-1	-2
COC(=O)CNC(=O)CSc1ccccn1
  -4	0	25	-6	1.2	-1	-7	1	-4
O=S(=O)(c1cccc2nsnc12)N1CCOCC1
  1	13	-11	-1	30	-8	5	-3	13
CCCCN(C)CCNC(=O)c1cn(C)c(=O)c2c1c1ccccc1n2C
  -1	-6	4	13	2.0	12	5	0	0

This is a subset. The share of hits here may be higher or lower than overall.
